C2C12 statin: suppressors of statin myotoxicity in C2C12 myotubes, primary screen, cell-based, single point, plate reader; AID 602340, 2012; 330,000 tested, 0.78% active; C2C12 myotubes + simvastatin, ATP luminescence, 48 h; scaled: DMSO 0, geranylgeraniol control 100; rescue of ATP level, % at 7.49 µM;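 active means mean ATP rescue above about 67%, or every replicate alone reaching that limit, limit read from the data, passing the limit was not always enough; inconclusive means no clear call, values can overlap the other calls; inactive means mean under the limit and some replicate under it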;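 further: myotubes were challenged with 10 µM simvastatin during compound exposure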
PglD inh: C. jejuni PglD acetyltransferase inhibitors, primary screen, biochemical, DTNB colorimetric, single point | UDP-N-acetylbacillosamine N-acetyltransferase PglD (Campylobacter jejuni) | purified PglD enzyme, DTNB colorimetric CoA detection | inhibition, % at 12.5 µM | 360,000 tested, 0.098% active; in the data active means inhibition above about 16%, passing the limit was not always enough; inconclusive means no clear call, values can overlap the other calls; further: strong numbers were not always called active
DENV2 CPE rescue: inhibitors of DENV2 cytopathic effect, primary screen, cell-based, plate reader, single concentration | DENV2-infected cells, cytopathic effect rescue | CPE inhibition, % at 9.99 µM | 350,000 tested, 1.7% active | AID 651640, 2012; in the data active means CPE inhibition above about 20%, passing the limit was not always enough; inconclusive means no clear call, values can overlap the other calls; tested in BHK-21 cells;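 further: 0% = median of neutral control wells and 100% = median of positive control wells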
E-sel inducer: E-selectin induction in HUVECs, primary screen, imaging, HUVEC, immunofluorescence imaging, single point; activation, % at 7.58 µM; 260,000 tested, 0.37% active; normalized: neutral wells 0, TNF-alpha wells 100;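 active means mean E-selectin-positive cell signal at least 10% of the positive control, reached in at least 60% of replicates, without over 20% cell loss; inconclusive means no rule given, readout overlaps actives, possibly toxicity-flagged; inactive means the rest, including those meeting only one limit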;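 further: in these data hits start at about 27%; measured in HUVEC primary endothelial cells; signal is the percent of cells scored E-selectin positive by PE staining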
Target sequence (P16581 whole entry, looked up): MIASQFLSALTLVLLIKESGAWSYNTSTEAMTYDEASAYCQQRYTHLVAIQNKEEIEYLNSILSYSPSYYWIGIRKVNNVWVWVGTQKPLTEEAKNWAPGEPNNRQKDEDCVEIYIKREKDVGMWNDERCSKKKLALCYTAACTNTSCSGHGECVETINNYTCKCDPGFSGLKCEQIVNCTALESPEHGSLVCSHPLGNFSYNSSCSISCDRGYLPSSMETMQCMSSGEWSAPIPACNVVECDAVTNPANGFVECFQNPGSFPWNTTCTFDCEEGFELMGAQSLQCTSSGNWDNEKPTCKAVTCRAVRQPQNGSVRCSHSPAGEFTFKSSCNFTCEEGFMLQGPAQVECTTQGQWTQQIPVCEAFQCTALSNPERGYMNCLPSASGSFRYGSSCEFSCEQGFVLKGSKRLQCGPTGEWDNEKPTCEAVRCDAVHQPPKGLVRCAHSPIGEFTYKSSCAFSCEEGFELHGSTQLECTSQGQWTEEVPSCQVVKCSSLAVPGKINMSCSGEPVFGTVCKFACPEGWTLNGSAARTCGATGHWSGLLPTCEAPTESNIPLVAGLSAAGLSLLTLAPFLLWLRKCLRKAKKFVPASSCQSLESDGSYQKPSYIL
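Test system: HUVEC; input: 3,000 HUVEC/well; measured by: immunofluorescence imaging; read-out: % PE-positive cells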
ERp5 inh: inhibitors of ERp5-driven insulin aggregation, primary screen, biochemical, turbidity, absorbance 650 nm, single point. Protein disulfide-isomerase A6 (Homo sapiens), Q15084. 90 min. inhibition, % at 9.99 µM. 350,000 tested, 0.05% active. AID 651711, 2012;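 active means mean replicate inhibition above about 25%, with every replicate also reaching it, limit read from the data, passing the limit was not always enough; inconclusive means only one of those two criteria met; inactive means neither criterion met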
SIRT5 block: SIRT5 desuccinylase inhibitors, primary screen, biochemical, fluorescence imaging, single point, set 5. Purified SirT5, succinyl-peptide AMC, trypsin-coupled fluorescence. inhibition, % at 15 µM. 330,000 tested, 1.1% active; in the data active means inhibition above about 15%; inconclusive means no clear call, values can overlap the other calls
Target sequence (Q9NXA8 whole entry, looked up): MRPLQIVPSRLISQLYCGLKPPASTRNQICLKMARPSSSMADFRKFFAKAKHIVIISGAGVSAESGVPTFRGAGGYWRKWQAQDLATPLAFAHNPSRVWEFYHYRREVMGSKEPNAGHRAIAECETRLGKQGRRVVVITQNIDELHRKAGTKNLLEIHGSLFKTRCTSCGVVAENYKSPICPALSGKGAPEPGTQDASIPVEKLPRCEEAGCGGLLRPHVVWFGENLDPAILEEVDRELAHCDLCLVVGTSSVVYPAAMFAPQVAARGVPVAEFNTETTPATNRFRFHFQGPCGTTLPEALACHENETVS
S100A4 inh HTS: inhibitors of S100A4-myosin IIA peptide binding, primary screen, biochemical, fluorescence polarization, TAMRA-MyoIIA peptide; Protein S100-A4 (Homo sapiens), P26447; inhibition, % at 10.7 µM; 360,000 tested, 0.14% active; AID 652163, 2013;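 active means mean inhibition of at least 70% across replicates, with every replicate also reaching that level; inconclusive means mean inhibition reaches 70% but some replicates fall short; inactive means mean inhibition below 70%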
Target sequence (P26447 whole entry, looked up): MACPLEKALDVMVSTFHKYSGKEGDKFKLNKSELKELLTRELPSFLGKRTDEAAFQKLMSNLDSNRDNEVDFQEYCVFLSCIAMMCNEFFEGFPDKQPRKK
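Material: S100A4 monomer (human). Medium: Calcium-containing HEPES buffer, pH 7.2. Probe or stimulus: labelled myosin peptide probe, 5 nM. Compound dosing: one concentration per compound. Timing: polarization read 5 min after assay mix addition, stable 5–60 min. Benchmarks: DMSO as neutral control, TFP as positive control.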
An asterisk follows results filed as active; ? = inconclusive; / = not tested or not shown; & = joins results of further samples.

SMILES	C2C12 statin	PglD inh	DENV2 CPE rescue	E-sel inducer	ERp5 inh	SIRT5 block	S100A4 inh HTS
Cc1cc(N2CCOCC2)n2ncc(-c3ccccc3Cl)c2n1	-2.6	-1.5	-1.6	1.0	-1.3	-5.9	1.7
Cc1ccc(-c2nc3ncccc3o2)cc1NC(=S)NC(=O)c1ccco1	/	/	0.6	-7.2	0.0	-4.4	4.3
C[C@H]1CN([C@@H](C)CO)C(=O)Cc2cc(NC(=O)NC3CCCCC3)ccc2O[C@@H]1CN(C)C(=O)Nc1ccccc1	14.0	-1.6	-3.2	0.0	-1.5	-1.0	13.6
Cc1cc(C)cc(N(CC(=O)NC2CCCCC2)C(=O)CNC(=O)c2ccco2)c1	-14.0	2.8	6.4	-0.1	-0.2	-2.5	3.1
Cc1ccc(S(=O)(=O)N2CCN(Cc3cccc(F)c3)CC2)cc1	20.3	0.7	-4.9	0.5	-3.0	-9.5	-10.3
CCCc1cc(=O)[nH]c(SCC(=O)Nc2ccc(OC(F)F)cc2)n1	8.4	1.4	/	/	-4.6	-3.3	-2.7
COc1cccc(-c2ccc3c(c2)[C@@H]2[C@@H](CCN2C(=O)Cc2ccncc2)[C@@H](CO)N3)c1	-10.5	-1.8	?	-0.1	2.2	3.5	-10.0
CN1C(C(=O)NCc2ccc(OC(F)(F)F)cc2)CC2Cn3c(nc4ccccc43)C21 (stereo not given)	3.9	1.3	32.3*	-0.1	0.8	/	0.1
CCc1ccc(-c2cc(C)no2)cc1S(=O)(=O)N1CCN(c2ccc(OC)cc2)CC1	0.2	1.3	0.2	/	3.2	-1.7	-1.0
C=CCNC(=S)NC1CC(C)(C)NC(C)(C)C1	/	/	-0.3	-0.6	0.1	4.8	-4.5
O=C(O)C[C@H]1c2ccccc2S(=O)(=O)N1C1CCCCC1	15.8	1.5	4.9	-0.1	-4.9	-3.7	-0.3
COCCNC(=O)C[C@H]1CC[C@H]2[C@H](COc3ccc(NC(=O)C4CCOCC4)cc3C(=O)N2C)O1	8.7	-4.9	-5.7	0.1	0.1	0.8	2.4
COc1ccc(NC(=O)c2cc(-c3ccccc3)on2)cc1	4.4	4.1	4.6	/	0.7	-0.8	-9.7
CC(C)NC(=O)N1[C@H](C#N)[C@@H](c2ccccc2-c2ccc(F)cc2)[C@@H]1CO	/	/	7.6	0.0	-2.2	0.7	8.2
COc1ccc(NC(=O)N(C)C[C@@H]2OCCCC[C@H](C)Oc3ccc(NC(=O)Nc4cccc5ccccc45)cc3C(=O)N([C@@H](C)CO)C[C@H]2C)cc1	/	-1.8	6.1	-0.3	/	/	/
CSc1ccccc1C(=O)NCc1ccccc1	1.1	-0.2	/	-3.7	-5.6	-6.0	17.0
CNC[C@H]1Oc2cc(C#CCOC)ccc2S(=O)(=O)N([C@@H](C)CO)C[C@@H]1C	-18.9	1.2	-2.7	0.0	-0.2	-2.6	-7.8
COc1ccc([C@H]2C[C@@H](O)[C@H](n3cc(COC(=O)c4ccccc4)nn3)CN2CC2CCCCC2)cc1	16.2	-2.6	-2.4	0.1	-0.5	-4.4	-5.1
CC(C)CCOCC(=O)Nc1cccc(C(=O)O)c1	-1.0	-5.4	/	/	/	/	-8.3
Cc1ccc(CS(=O)(=O)Cc2ccc(C(=O)NCCCN3CCOCC3)o2)cc1	-9.2	9.9	7.8	/	2.3	0.5	-10.6
Cc1noc(C)c1NC(=O)N(C)C[C@H]1OCCCC[C@@H](C)Oc2ccc(NC(=O)NC(C)C)cc2C(=O)N([C@@H](C)CO)C[C@H]1C	/	0.8	18.0	0.2	3.1	1.7	-1.1
COc1ccc(OC)c(NC(=O)CCNS(=O)(=O)c2cccc3nsnc23)c1	-4.6	6.6	4.1	/	3.0	12.6	-4.3
COc1ccc(-c2nc(NC(=O)c3ccccc3)sc2-c2ccc([N+](=O)[O-])cc2)cc1	/	-9.9	?	/	-3.6	2.0	0.3
COc1ccc(-c2ccc([C@H]3[C@@H](CO)N4C(=O)CN(Cc5ccccc5)C[C@@H]34)cc2)cc1	/	/	-1.7	-0.5	12.9	0.9	4.5
O=C(Nc1ccc(Cl)cc1)Nc1nc(-c2ccccc2)cs1	/	/	0.7	/	-6.5	-6.6	2.6
CN(C)S(=O)(=O)c1ccc(Cl)c(-c2nnc3n2CCCCC3)c1	7.4	-1.5	1.2	/	-0.4	-0.3	-1.0
CC(C)Oc1ccc(S(=O)(=O)N2CCOCC2)cc1NC(=O)C1=NN(c2ccccc2)C(=O)CC1	-27.5	-0.2	-4.3	-2.2	-5.8	-4.7	0.7
COc1ccc(S(=O)(=O)Nc2cccc3c2O[C@H](CN(C)Cc2ccc(-c4ccccc4)cc2)[C@@H](C)CN([C@H](C)CO)C3=O)cc1	10.1	2.2	-3.1&-3.7	-0.1&-0.2	22.1&1.2	8.9&-13.2	22.7&-3.5
O=C(O)C(Oc1ccc2c(c1)oc(=O)c1ccccc12)c1ccccc1 (stereo not given)	1.8	-1.6	-7.2	0.3	-0.3	-25.0	-1.1
CC(C)(C)OC(=O)N1CCCN(C(=O)Nc2ccccc2)CC1	/	5.0	2.1	4.9	4.7	-1.4	-2.7
Cc1cccc(N2CC(C(=O)OCC(=O)c3c(N)n(CC(C)C)c(=O)n(C)c3=O)CC2=O)c1C (stereo not given)	-4.6	2.7	9.6	-2.5	-2.6	0.6	24.3
COc1ccc(NC(=O)c2ccc(N3CCCC3=O)cc2)cc1Cl	-3.8	2.1	-2.6	-0.3	0.0	-4.7	-2.4
COc1ccc(NC(=O)CCC2CCCCC2)cc1S(=O)(=O)N1CCCCC1	/	/	4.8	/	3.5	-7.1	-2.3
O=C(Nc1ccccc1F)N[C@@H]1CC[C@H](CCNC(=O)C2CCOCC2)O[C@H]1CO	-5.0	0.8	-9.3	-0.2	-3.4	-5.6	24.3
CC(C)CNC(=O)COC(=O)c1ccccc1OCC(=O)Nc1ccc(Br)cc1	1.1	-0.1	9.7	/	3.4	1.0	0.8
C[C@H](CO)N1C[C@H](C)[C@H](CN(C)C(=O)CCC(F)(F)F)OCCCC[C@H](C)Oc2ccc(NC(=O)CCC(F)(F)F)cc2C1=O	/	2.3	-2.2	/	1.3	2.4	0.3
COc1ccc(NC(=O)CSCC(=O)Nc2ccccc2N2CCCCC2)cc1	9.3	8.3	-1.1	/	-0.6	-1.8	-3.8
CCCN(CC(=O)Nc1ccccc1C)C(=O)c1ccc(N2CCCCC2)c([N+](=O)[O-])c1	-5.7	-3.6	-1.5	/	-0.9	2.3	-0.1
Nc1nnnn1/N=C/c1ccccn1	83.4*	2.7	6.2	/	1.4	-1.7	1.0
COc1ccc(-c2cc(C(=O)Nc3ccc(OC)cc3OC)no2)cc1	-5.3	0.9	4.0	2.5	-0.7	-0.8	-3.2

Single records, as listed above.
CC(C)CNC(=O)COC(=O)c1ccccc1OCC(=O)Nc1ccc(Br)cc1 is entered as C2C12 statin = 1.1; PglD inh = -0.1; DENV2 CPE rescue = 9.7; E-sel inducer = /; ERp5 inh = 3.4; SIRT5 block = 1.0; S100A4 inh HTS = 0.8
Cc1cccc(N2CC(C(=O)OCC(=O)c3c(N)n(CC(C)C)c(=O)n(C)c3=O)CC2=O)c1C (stereo not given) is entered as C2C12 statin = -4.6; PglD inh = 2.7; DENV2 CPE rescue = 9.6; E-sel inducer = -2.5; ERp5 inh = -2.6; SIRT5 block = 0.6; S100A4 inh HTS = 24.3

The listing continues.
SMILES	C2C12 statin	PglD inh	DENV2 CPE rescue	E-sel inducer	ERp5 inh	SIRT5 block	S100A4 inh HTS
O=S(=O)(NC1CCc2ccccc21)c1ccc(S(=O)(=O)N2CCCC2)cc1 (stereo not given)	/	/	-4.2	/	-8.9	-4.3	1.5
O=C(Cc1ccccc1)NC(NC(=O)Cc1ccccc1)c1cccc([N+](=O)[O-])c1	/	/	0.1	/	6.0	-0.8	-4.2
CCCCCCCC(=O)N1CCN(c2cc3c(cc2F)c(=O)c(C(=O)O)cn3CC)CC1	1.7	0.9	-5.0	/	-1.9	-9.1	-3.3
Cc1ccc(-c2cc(C(=O)NCc3ccccn3)c3ccccc3n2)cc1C	6.8	-1.9	/	/	-2.3	-5.4	-1.5
CN(Cc1nccn1C)C(=O)CC1C(=O)NCCN1Cc1cccc(Oc2ccccc2)c1 (stereo not given)	/	-2.9	1.4	/	1.9	-1.6	-0.9
COC(=O)c1ccc(C2/C(=C(/O)c3ccc4c(c3)CC(C)O4)C(=O)C(=O)N2CCN2CCOCC2)cc1 (stereo not given)	21.6	-2.2	-3.2	/	-0.9	4.1	-5.6
O=C1CCC(C(=O)N2CCC(CCO)CC2)CN1Cc1ccc(Cl)cc1 (stereo not given)	1.4	-0.8	-0.8	-3.7	7.1	-3.6	-1.3
COC(=O)c1cc(OC(=O)c2ccc(=O)[nH]c2)cc(C(=O)OC)c1	-2.1	/	-1.7	/	3.0	-6.4	-2.3
O=C(Nc1ccccc1Cl)c1ccc2ccccc2c1	-1.6	-1.2	4.3	/	-1.2	0.5	-9.1
CC1(C)CC(=O)C2=C(C1)c1c(ccc3ccccc13)NC2c1cc([N+](=O)[O-])cc([N+](=O)[O-])c1O (stereo not given)	/	/	-0.1	/	-1.6	16.7*	7.0
O=C(c1ccc(F)cc1)N1CC(=O)N2[C@H](C1)[C@@H](c1ccc(C#Cc3ccc(F)cc3)cc1)[C@@H]2CO	/	/	12.6	5.5	-1.7	-4.0	-2.8
O=C(N/N=C/C=N/NC(=O)c1ccco1)c1ccco1	-3.4	-0.4	4.3	-0.5	-10.6	-0.9	-3.2
COc1ccc(Cc2c(C3CCCCC3)nc3ccc(Br)cn23)c(C)c1	-7.6	-1.8	1.4	0.1	3.9	0.4	2.8
Cc1cc(C(=O)N/N=C/c2c(C)[nH]n(-c3ccccc3)c2=O)n[nH]1	15.6	10.1	0.6	/	4.8	-3.6	5.7
O=C(O)C1CC(=O)N(Cc2ccc3c(c2)OCO3)C1 (stereo not given)	6.8	1.4	5.7	/	1.0	1.9	-0.5
O=C(CCN1CCN(c2ccccc2F)CC1)Nc1cccc(F)c1	-11.2	4.5	-1.4	-0.1	-1.2	-0.6	-2.4
COc1cc(CN2CC3(CN(C(=O)CN4CCOCC4)C3)c3c(n(C)c4cc(OC)ccc34)[C@@H]2CO)cc(OC)c1	/	/	2.2	-0.1	3.9	3.5	0.0
CC(C)NC(=O)N(C)C[C@@H]1Oc2c(NC(=O)c3ccncc3)cccc2C(=O)N([C@@H](C)CO)C[C@@H]1C	2.5	-1.8	-6.9	0.1	0.3	0.5	5.1
CN(C)C(=O)c1ccc(-c2ccc([C@H]3[C@@H](CO)N4CCCCN(C(=O)C5CCCC5)C[C@@H]34)cc2)cc1	/	4.1	-1.1	/	-1.9	2.7	-4.8
c1csc(-c2noc(CN3CCc4sccc4C3)n2)c1	/	/	/	3.7	2.5	-4.4	1.1
Cc1cc(C)n(C(=O)c2ccc([N+](=O)[O-])cc2[N+](=O)[O-])n1	/	/	-14.1	/	-7.3	-1.6	-1.6
O=C(CSc1nc(C2CCCCC2)nc2ccccc12)NCc1ccc2c(c1)OCO2	/	/	7.2	/	-3.7	-3.5	2.9

Four of the entries above in order of their number in ERp5 inh, descending:
mol	ERp5 inh
COC(=O)c1ccc(C2/C(=C(/O)c3ccc4c(c3)CC(C)O4)C(=O)C(=O)N2CCN2CCOCC2)cc1 (stereo not given)	-0.9
O=C(Nc1ccccc1Cl)c1ccc2ccccc2c1	-1.2
CN(C)C(=O)c1ccc(-c2ccc([C@H]3[C@@H](CO)N4CCCCN(C(=O)C5CCCC5)C[C@@H]34)cc2)cc1	-1.9
O=C(N/N=C/C=N/NC(=O)c1ccco1)c1ccco1	-10.6

Assay outcomes: PubChem, Broad Institute

This is a subset. The share of hits here may be higher or lower than overall.
